EphA4 KYL inhibition: inhibitors of EphA4 binding to KYL peptide, primary screen, biochemical, colorimetric, mouse EphA4 (AID 689); EphA4-AP binding to KYL peptide, pNPP A405; higher % means a stronger effect; 62,000 compounds, 0.1% hits; inhibition, % at 10 µM, or IC50 in µM where a hit was titrated; in the data active = a potency from the dose series; inactive = the rest, 99 in 100 with inhibition below about 22%
Numbers without * were called inactive. These rows are one share of the data (hit frequency here may not be typical).

SMILES	EphA4 KYL inhibition
O=C(c1ccccc1Cl)N1CCc2ccccc2C1	1%
CCCNc1nc2c(c(=O)[nH]c(=O)n2C)n1Cc1cccc(Br)c1	-8%
Cc1ccc(-n2cc(C(=O)c3ccc4ccccc4c3O)cn2)cc1	1%
CCOc1ccc(C(=O)Nc2ccc(O)c(-c3nc4ccccc4o3)c2)cc1[N+](=O)[O-]	-5%
Cc1nc(Nc2ccc(S(N)(=O)=O)cc2)oc1C	-2%
N#CCSc1nnc(COc2cccc3ccccc23)n1-c1ccccc1	-11%
C(=C\c1ccccc1)/C=N/n1cnnc1	-4%
COC(=O)c1cc(Br)c(=O)n(Cc2ccc3c(c2)OCO3)c1	12%
COc1ccc(OC)c(CCNC(=O)CS(=O)(=O)Cc2nc(-c3ccc(C)cc3)oc2C)c1	-14%
CCc1nc(-c2ccccc2)nc(C)c1C	2%
CCCCCn1c(Br)nc2c1c(=O)n(CC(N)=O)c(=O)n2C	9%
CCc1ccc(OCCNC(=O)c2cc(SC)ccc2Cl)cc1	-2%
Cn1c(SCc2nnc(-c3ccc(F)cc3)o2)nnc1C1COc2ccccc2O1 (centres undefined)	8%
COc1cc(-c2nnc(SCc3cc(=O)oc4cc(C)ccc34)o2)cc(OC)c1OC	-6%
CC(C(=O)Nc1ccc(S(=O)(=O)N2CCCC2)cc1)N1CCN(C(=O)c2ccco2)CC1 (centres undefined)	-5%
O=C(CSc1cc(Cl)ccc1Cl)Nc1ccccc1Br	8%
COc1cccc(Nc2nc(-c3sc(NC(=O)c4ccccc4)nc3C)cs2)c1	-10%
Cc1ccccc1C(=O)NC(=S)Nc1ccccc1C(F)(F)F	-2%
Fc1cccc(CO/N=C/c2c(-c3ccccc3)nc3ccc(Cl)cn23)c1	-5%
CCOC(=O)c1c(NC(=O)c2cccs2)sc2c1CCC2	4%
O=C(Nc1ccc(Cl)cc1)c1ccsn1	-13%
CCC/C(O)=C1\C(=O)CC(C)(C)CC1=NCCO	-4%
O=[N+]([O-])c1cc(-c2nnc(C34CC5CC(CC(C5)C3)C4)o2)cc([N+](=O)[O-])c1	-6%
CCCCCCN1CC(O)=C(c2nc3ccccc3[nH]2)C1=N	-4%
O=C(Nc1ccc(N2CCOCC2)cc1)c1ccc2c(c1)OCCO2	0%

Three compounds out of the list above, arranged by their value in EphA4 KYL inhibition, highest first.
SMILES	EphA4 KYL inhibition
Cc1ccc(-n2cc(C(=O)c3ccc4ccccc4c3O)cn2)cc1	1%
CCc1ccc(OCCNC(=O)c2cc(SC)ccc2Cl)cc1	-2%
COc1cc(-c2nnc(SCc3cc(=O)oc4cc(C)ccc34)o2)cc(OC)c1OC	-6%

Rewritten with bars between the fields: two of the compounds above
smiles | EphA4 KYL inhibition
COc1cc(-c2nnc(SCc3cc(=O)oc4cc(C)ccc34)o2)cc(OC)c1OC | -6%
CC(C(=O)Nc1ccc(S(=O)(=O)N2CCCC2)cc1)N1CCN(C(=O)c2ccco2)CC1 (centres undefined) | -5%

Pulled by structure from the list above (7):
SMILES	EphA4 KYL inhibition
O=C(CSc1cc(Cl)ccc1Cl)Nc1ccccc1Br	8%
COc1cc(-c2nnc(SCc3cc(=O)oc4cc(C)ccc34)o2)cc(OC)c1OC	-6%
CCOC(=O)c1c(NC(=O)c2cccs2)sc2c1CCC2	4%
O=C(c1ccccc1Cl)N1CCc2ccccc2C1	1%
Cc1ccc(-n2cc(C(=O)c3ccc4ccccc4c3O)cn2)cc1	1%
COc1ccc(OC)c(CCNC(=O)CS(=O)(=O)Cc2nc(-c3ccc(C)cc3)oc2C)c1	-14%
COc1cccc(Nc2nc(-c3sc(NC(=O)c4ccccc4)nc3C)cs2)c1	-10%

Continuation.
SMILES	EphA4 KYL inhibition
O=C(N/N=C/C=C/c1ccc2c(c1)OCO2)c1ccc([N+](=O)[O-])cc1	-23%
COCCN(CCOC)S(=O)(=O)c1ccc(C(=O)Nc2nnc(C)o2)cc1	-6%
CC(=O)C1=C(C)NC(SCC(=O)c2ccc(-c3ccccc3)cc2)=C(C#N)C1c1cccnc1 (centres undefined)	2%
COC(=O)c1c(C)oc2ccc(OC(=O)c3ccc([N+](=O)[O-])cc3)cc12	-14%
Cc1[nH]c(=O)c(C#N)c2c1CSC(C)(C)C2	10%
O=C(N/N=C/c1ccc2cccc(OCc3ccccc3)c2n1)c1ccc(Cl)cc1	-1%
Oc1ccc(Cl)cc1-c1cc(-c2ccco2)[nH]n1	-4%
COC(=O)C1=C2SC(C)C(=O)N2C(N)=C(C#N)C1c1ccc(OC)c(OC)c1 (centres undefined)	-18%
COc1cc(C(=O)Nc2c(C)cc(C)cc2C)c(-n2cnnn2)cc1OC	-7%
Cc1cc(OCC(=O)O)c2ccccc2n1	-9%
C=CCc1ccccc1OCC(O)CN1CCN(C(=O)OCC)CC1 (centres undefined)	4%
COc1ccc2nc(N3CCC(O)CC3)c(C#N)cc2c1	27%
Cc1cc(C)n(CCOC(=O)c2sc3ccccc3c2Cl)n1	-11%
CC(C)CN(C(=O)COC(=O)c1ccc2c(c1)NC(=O)CS2)C1CCS(=O)(=O)C1 (centres undefined)	-6%
COC(=O)c1ccccc1NC(=O)c1ccc(-c2ccc(Br)cc2)o1	0%
O=C1NC(=O)c2ccc3c4c(ccc1c24)CC3	-1%
O=C(Nc1ccccc1C(=O)O)c1ccc(Cl)c(S(=O)(=O)N2CCOCC2)c1	-17%
CC(C)CNC(=O)C(=O)NNC(=O)C1CCCCC1	-4%
C=CCNC(=O)c1onc(CCl)c1C(=O)OC	-5%
COc1cccc(-c2cc(C(=O)Nc3nc4ccccc4s3)c3ccccc3n2)c1	15%
CCOc1ccc(Nc2nc(-c3sc(NC(=O)CC)nc3C)cs2)cc1	8%
O=C(N/N=C/c1ccc([N+](=O)[O-])o1)c1cc(-c2ccncc2)nc2ccccc12	0%
COc1ccc(OCc2cnc(Cl)s2)cc1	17%
CC(C)(C)OC(=O)N1CC(O)CC1C(=O)OCC(=O)c1ccc(Cl)cc1 (centres undefined)	-8%
Cc1ccc(/C=c2\sc3nc(-c4cccnc4)nn3c2=O)cc1	-21%

Continued.
SMILES	EphA4 KYL inhibition
COC(=O)c1cc(OC)c(OC)cc1NC(=O)Cc1ccccc1[N+](=O)[O-]	-18%
Cc1ccc(C(=O)Oc2cc(C)n(C)c(=O)c2)cc1	-7%
CCOC(=O)N1CCN(S(=O)(=O)c2cc3c(cc2C)NC(=O)CO3)CC1	-6%
CCOC(=O)c1ccc(N2C(=O)C3CC=C(C)CC3C2=O)cc1 (centres undefined)	4%
Cc1ccccc1NC(=O)c1ccc(CSc2ncccn2)cc1	-7%
CNc1sc(C(=O)c2ccc(F)cc2)c(N)c1-c1nc2ccccc2s1	5%
Cn1c(=O)c2cc(S(=O)(=O)NCCC(=O)NCCC3=CCCCC3)ccc2n(C)c1=O	-18%
CC(=O)Nc1ccc(NC(=O)CCC(=O)NCCO)cc1	10%
COc1ccc(C(=O)N2c3ccccc3C(N(C(=O)c3cccs3)c3ccccc3)CC2C)cc1 (centres undefined)	-4%
CCN(CC)C(=O)C(=O)N/N=C/c1cccc(Br)c1	-10%
COc1cnn(C(C)(C)C)c(=O)c1Cl	-9%
CSc1nsc(SC)c1C(=O)Nc1ccc(C)cc1	-13%
CCOC(=O)C1=C(C)N(CCOC)C(=O)/C1=C\c1ccc2c(c1)OCO2	-5%
O=C1NC2=Nc3ccccc3NC(c3ccccc3)=C2C(c2ccc(N3CCOCC3)cc2)N1 (centres undefined)	-1%
O=C(CCCCn1c(=O)c2ccccc2n(Cc2ccc(F)cc2Cl)c1=O)NCc1ccco1	-2%
O=C(NC1CCCCC1)N(Cc1nc2ccccc2c(=O)[nH]1)C1CCCCC1	5%
CCC(C)[C@H](NC(=O)NCc1cccc(OC)c1)C(=O)OC (some centres undefined)	20%
O=C(/C=C/c1ccccc1Cl)Nc1ccncc1	-5%
COCCNC(=O)CN(c1ccccc1OC)S(=O)(=O)c1ccccc1	-14%
Cc1ccc(-c2nnc(SCC(=O)CC(=O)Nc3ccccc3)n2-c2ccccc2)cc1	-26%
COc1ccc(OC)c(NC(=O)CN(c2ccc(C)cc2)S(=O)(=O)c2ccc(OC)c(OC)c2)c1	-10%
CCCc1c(O)nc(SCCN(CC)CC)n(C(=O)c2ccccc2)c1=O	-10%
CSc1nc(C)cc(Oc2ccc(OCCOc3ccccc3)nn2)n1	0%
O=C(COC(=O)c1cccnc1Nc1cccc(C(F)(F)F)c1)NCc1ccc2c(c1)OCO2	-16%
CCOC(=O)CCP(=O)(O)C(C)(O)c1ccccc1 (centres undefined)	-8%

Next part.
SMILES	EphA4 KYL inhibition
O=C(COc1ccc(Cl)cc1)NNC(=O)c1ccccn1	-12%
O=C(NCCN1CCOCC1)c1cc2c(=O)n3ccccc3nc2n1Cc1ccccc1	-12%
CCOc1ccc(N2C(=O)CC(Sc3nc(C)cc(C)c3C#N)C2=O)cc1 (centres undefined)	14%
CCOc1ccc(-n2cc(C(=O)Nc3cccc(Cl)c3)c3cc(OC)c(OC)cc3c2=O)cc1	-9%
CCCNC(=O)CCNC(=O)c1ccc(C(C)(C)C)cc1	-13%
Cc1cc(C)n(-c2ccc(C(=O)OCC(=O)N(CC(C)C)C3CCS(=O)(=O)C3)cc2)n1 (centres undefined)	1%
COc1ccc(C(C)(C)C)cc1NC(=O)C1C2C=CC(C2)C1C(=O)O (centres undefined)	-7%
CC(=O)ON=C1c2cc(S(=O)(=O)N(C)C)ccc2-c2ccc(S(=O)(=O)N(C)C)cc21	-4%
O=C(CCS(=O)(=O)c1ccccc1)Nc1nc2c(s1)CCCC2	-3%
C=CCn1c(SC(C)C(=O)NCc2ccc3c(c2)OCO3)nc2scc(-c3ccccc3)c2c1=O (centres undefined)	-5%
COc1ccc(C(=O)Nc2cc(Cl)cc(Cl)c2)c(OC)n1	-10%
COc1cc(C(=O)OCC(=O)NCc2ccco2)cc(OC)c1OC	9%
COc1ccccc1OCCCOc1ccccc1OC	2%
O=C(NCc1cccnc1)c1cccnc1-c1nc2ccccc2s1	2%
CN(C)C(=O)CSc1nnc(CCNC(=O)OC(C)(C)C)o1	13%
Cc1noc(C)c1COC(=O)c1cccnc1SCC(=O)Nc1ccc2c(c1)OCO2	-8%
Fc1ccc2c(c1)C1C=CCC1C(c1cc3c(cc1Br)OCO3)N2 (centres undefined)	12%
COC(=O)c1cc(C(=O)c2ccc(Cl)cc2Cl)cn1C	-5%
COc1ccc(CCN(C(=S)Nc2ccccc2)C2CC(=O)N(c3ccccc3)C2=O)cc1 (centres undefined)	-20%
O=c1cc(Cn2ccnc2)c2cc3c(cc2o1)CCC3	1%
COc1ccccc1-c1cc(-c2ccccc2)nc(SC(C(N)=O)c2ccccc2)c1C#N (centres undefined)	9%
Cc1ccc(-c2nc3n(n2)C(=O)CCS3)cc1	-4%
Cc1ccc(S(=O)(=O)CC(=O)c2ccccc2)cc1	-6%
COc1cccc(N=Nc2c(N)[nH]n3c(=O)cc(-c4ccccc4)nc23)c1	-13%
CCOc1ccc(NC(=O)c2c(NC(C)=O)sc3c2CCCC3)cc1	11%

(more compounds)
SMILES	EphA4 KYL inhibition
O=c1c2ccccc2n2cnnc2n1-c1ccccc1	-6%
CCOC(=O)c1ccc(CNC(=O)C2CCCCC2C(=O)OCC(F)(F)F)o1 (centres undefined)	-13%
COC(=O)c1cc2sccc2n1Cc1nc(-c2ccc(OC)cc2)oc1C	1%
c1ccc(Cn2c(CN3CCCC3)nc3ccccc32)cc1	-4%
OC1=C(O)c2nc3ccccc3nc21	-7%
CCc1nnc(NC(=O)C(C)Sc2ccccc2)s1 (centres undefined)	-7%
O=C1C(=O)N(c2nccs2)C(c2cccc(Br)c2)/C1=C(\O)c1ccc(F)cc1 (centres undefined)	5%
O=C(Nc1ncnc2sc3c(c12)CCCCC3)c1ccc(F)cc1	5%
COCCN1Cc2cccc(C(=O)N3CCN(c4cc(C)ccc4C)CC3)c2C1=O	-6%
CC1CCN(Cc2c(O)ccc3c4c(c(=O)oc23)CCC4)CC1	-5%
CCOC(=O)C1=NN(c2ccc(C)cc2)C2(S1)SC(C(C)=O)=C(C)N2c1ccccc1 (centres undefined)	-2%
CC(C)(C)c1cc(C(=O)O)c(CN2CCCCC2)o1	-19%
O=C(Nc1ccc2c(c1)CCC2)C1CCN(c2c3c(nc4ncnn24)CCC3)CC1	-27%
Cc1ccc(C(=O)NC(=S)Nc2ccc(Oc3ccc(Cl)cc3)cc2)cc1	-6%
Cc1cc(C(=O)NCCC(C)C)ccc1[N+](=O)[O-]	2%
O=C(NCc1ccco1)C1CC(c2c(Cl)cccc2Cl)=NO1 (centres undefined)	2%
COc1ccc(S(=O)(=O)n2cnc(C)c2)cc1	-17%
CC(C)n1nnnc1SCC(=O)NCc1ccc2c(c1)OCO2	-13%
C[N+](C)(C)CCCN1C(=O)CCCC1=O	-7%
Cc1ccc(S(=O)(=O)NCc2csc(C)n2)c(C)c1	-5%
CCN1CCN(CCCNC(=O)c2cc3cc4ccc(OC)cc4nc3o2)CC1	-26%
CC1CCCN(c2oc(-c3cccc4ccccc34)nc2C#N)C1 (centres undefined)	-19%
CC(=O)Nc1ccc(S(=O)(=O)Nc2cccc(C)c2C)cc1	-6%
Cc1cc(NC(=O)CCC(=O)N(Cc2cccs2)C(C(=O)NC2CCCC2)c2cccnc2)no1 (centres undefined)	-19%
CC(C)OC(=O)C1C2C=CC3(CN(C(C)c4ccc(Br)cc4)C(=O)C13)O2 (centres undefined)	-12%
CCCCOC(=O)CCc1c(C)[nH]c(=O)c(C#N)c1C	-8%
CC(C)OC(=O)CSc1nnc(-c2cccnc2)n1N	-1%
COc1cc(-c2nn3c(-c4ccccc4)nnc3s2)cc(OC)c1OC	0%
C=CCn1c(N)c(C(=O)OC(C)CC)c2nc3ccccc3nc21 (centres undefined)	0%

Given with the structure last: 3 of the compounds above
EphA4 KYL inhibition | SMILES
-7% | C[N+](C)(C)CCCN1C(=O)CCCC1=O
-5% | Cc1ccc(S(=O)(=O)NCc2csc(C)n2)c(C)c1
-26% | CCN1CCN(CCCNC(=O)c2cc3cc4ccc(OC)cc4nc3o2)CC1
